OX1R antag = OX1R (HCRTR1) antagonists, primary screen, fluorescence, CHO/OX1R cells, Fluo-8 calcium, orexin A; Orexin/Hypocretin receptor type 1 (Homo sapiens), O43613; Fluo-8 calcium fluorescence; inhibition, % at 5 µM; 330,000 compounds, 0.43% hits;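 active = inhibition above its plate's threshold, mean inhibition of all tested compounds on the plate plus 3 SD, cut at about 37% in these data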;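 note: 0% = orexin A challenge wells and 100% = SB-334867-A antagonist wells; not every result past the cut was called active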
Target sequence (O43613 whole entry, looked up): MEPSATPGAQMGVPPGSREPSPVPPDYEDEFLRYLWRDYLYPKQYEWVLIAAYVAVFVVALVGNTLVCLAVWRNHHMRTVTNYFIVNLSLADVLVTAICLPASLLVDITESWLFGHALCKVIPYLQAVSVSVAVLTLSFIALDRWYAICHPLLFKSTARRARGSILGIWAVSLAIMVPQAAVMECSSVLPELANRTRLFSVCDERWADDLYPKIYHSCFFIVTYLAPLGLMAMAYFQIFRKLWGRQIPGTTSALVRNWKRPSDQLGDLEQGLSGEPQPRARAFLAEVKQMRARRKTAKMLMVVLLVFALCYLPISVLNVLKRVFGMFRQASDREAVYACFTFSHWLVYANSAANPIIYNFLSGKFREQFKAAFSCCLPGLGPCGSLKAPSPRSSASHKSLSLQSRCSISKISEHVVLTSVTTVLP
CHT PAM = CHT positive allosteric modulators, primary screen, cell-based, membrane potential dye, choline EC20; High affinity choline transporter 1 (Homo sapiens), Q9GZV3; CHT-expressing cells; hits give high values; LV-AA mutant CHT in HEK293 cells; B-score at 10 µM; 310,000 compounds, 0.49% hits; AID 488977, 2010;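 active = initial fluorescence not abnormally high and integrated response B-score, plate-corrected, over 3 SD above library mean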
Target sequence (Q9GZV3 whole entry, looked up): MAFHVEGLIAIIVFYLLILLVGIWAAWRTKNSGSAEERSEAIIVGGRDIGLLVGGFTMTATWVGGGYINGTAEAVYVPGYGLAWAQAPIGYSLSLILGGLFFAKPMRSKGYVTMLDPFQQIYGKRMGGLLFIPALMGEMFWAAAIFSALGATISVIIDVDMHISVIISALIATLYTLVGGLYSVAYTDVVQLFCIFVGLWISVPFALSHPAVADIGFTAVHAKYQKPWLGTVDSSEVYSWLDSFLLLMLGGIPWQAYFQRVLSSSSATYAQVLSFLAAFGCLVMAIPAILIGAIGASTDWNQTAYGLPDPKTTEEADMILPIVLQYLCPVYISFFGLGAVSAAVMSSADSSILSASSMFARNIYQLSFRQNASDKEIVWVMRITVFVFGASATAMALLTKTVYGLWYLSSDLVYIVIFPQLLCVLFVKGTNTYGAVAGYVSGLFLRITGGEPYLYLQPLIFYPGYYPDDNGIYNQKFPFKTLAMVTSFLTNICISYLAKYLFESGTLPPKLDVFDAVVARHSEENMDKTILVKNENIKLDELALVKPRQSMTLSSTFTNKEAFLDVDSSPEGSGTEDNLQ
The depositor's hits bear a star; i = inactive; · = no result given. This is a random part of the collection, and some 0.8% of all compounds hit somewhere here.

Every second line gives: OX1R antag	CHT PAM
COc1ccc(NC(=O)CCCCCN2C(=O)c3cccc([N+](=O)[O-])c3C2=O)c(OC)c1
  -13	i
COc1ccc(CNC(=O)CN(C(=O)c2csnn2)c2cnc3ccccc3c2)cc1
  -28	i
Cc1cc(C)c(OCCN(C)Cc2ccccc2)c(Br)c1
  -23	i
C/C(CC(=O)Nc1ccc2ccccc2c1)=N\NC(=O)c1cnccn1
  -47	i
COc1cccc(NC(=O)N2CCCC2C(=O)NC2CCCCC2)c1 (centres undefined)
  -15	i
CCOCCN1CCN(C(=O)CN2CCCC2=O)CC1
  -11	i
Cc1cccc(NC(=O)CN2C(=O)N/C(=C/c3ccc(C)s3)C2=O)c1
  5	i
CCSc1nnc(COc2ccccc2)n1CC
  -10	i
Cc1oc(-c2ccc(Cl)cc2)nc1CN1CCCC(C(=O)NCCCN2CCCC2=O)C1 (centres undefined)
  -26	i
Cc1c(C#N)c2ncn(Cc3ccccc3)c(=O)c2n1-c1ccccc1
  -37	i

(next part)
Every second line gives: OX1R antag	CHT PAM
O=S(=O)(c1ccccc1)c1nc(-c2ccccc2Cl)oc1NCCCN1CCOCC1
  -21	·
CC(=NC(C)C)C1=C(O)C(C)OC1=O (centres undefined)
  0	i
O=C(NNC(=S)NC(=O)c1cccs1)c1cccnc1
  -8	i
O=C(N=NC(=O)c1ccco1)c1ccc2c(O)n(N3C(=O)c4ccccc4C3=O)c(O)c2c1
  -2	i
O=C1CC(N2CCN(Cc3ccc4c(c3)OCO4)CC2)C(=O)N1c1cccc(Cl)c1 (centres undefined)
  -28	i
C#Cc1ccc([C@H]2C=C(C(=O)NCc3ccccc3)O[C@@H](OCc3ccc(CO)cc3)C2)cc1
  -18	i
CCN(CC)C(=O)Cn1cnc2sc(C)c(S(=O)(=O)N3CCC(C)CC3)c2c1=O
  -27	i
CCOc1ccc(-c2nnc(Nc3ccc(OC)c(C(=O)N4CCCCC4)c3)c3ccccc23)cc1
  -33	i
Cc1cccc(C)c1NC(=S)N(CCN1CCCCCC1)Cc1ccco1
  -30	i
Cc1ccc(-c2nc3ccccc3nc2-c2ccccc2)cc1
  -29	i

More results follow:
Every second line gives: OX1R antag	CHT PAM
CN(Cc1ccccc1)C(=O)c1cc2ccccc2o1
  6	i
O=C(O)Cc1sc(-c2cccnc2)nc1-c1ccc(Br)cc1
  -19	i
O=C(C1CCN(c2nnc(N3CCCC3=O)s2)CC1)N1CCN(c2cccc(C(F)(F)F)c2)CC1
  -13	i
COc1ccc2oc(C(=O)Nc3nnc(C)s3)c(C)c2c1
  0	·
CCOc1c(C(=O)CC)cc2c(C)cc(=O)oc2c1C
  -21	i
CC1(c2ccco2)NC(=O)NC1=O (centres undefined)
  -4	i
Cn1cccc1C(=O)N1CCN(S(=O)(=O)c2ccccc2)CC1
  -12	i
CCOc1ccc(Oc2cc(N)cc([N+](=O)[O-])c2)cc1
  -1	i
COc1cc2c(c(OC)c1OC)CCc1cnoc1-2
  0	i
Cc1nn(C)c(C)c1/C=C1/SC(=S)NC1=O
  -3	i

(listing goes on)
Every second line gives: OX1R antag	CHT PAM
O=C(Nc1nc(-c2ccccc2)cs1)C1CCCCN1S(=O)(=O)c1ccc(Cl)cc1 (centres undefined)
  -16	i
COc1ccc(C(=O)Nc2nc3ccccc3[nH]2)cc1
  -7	i
Cc1cccc(NC(=O)NNC(=O)c2ccccn2)c1
  -10	·
Cc1ccc(C)c(S(=O)(=O)Nc2cc3c4c(c2)CC(=O)N4CCC3)c1
  -21	i
O=c1[nH]cnc2ccsc12
  -15	i
COCC(C)NCc1cccc2ccccc12 (centres undefined)
  -17	i
O=C(COC(=O)[C@@H]1CCCN1S(=O)(=O)c1ccc(Cl)cc1)NC12CC3CC(CC(C3)C1)C2
  -16	i
CCc1nnc(NC(=O)Cn2nc(-c3ccccc3OC)ccc2=O)s1
  -18	i
CCCn1cc(CN2CCC(C(=O)Nc3cccc(-c4cscn4)c3)CC2)c(C)n1
  -29	i
COc1ccc(-n2nnnc2S(=O)(=O)CC(=O)N2CCCCC2)cc1
  0	i

New compounds follow.
Every second line gives: OX1R antag	CHT PAM
COCCNc1oc(/C=C/c2ccc(F)cc2)nc1S(=O)(=O)c1ccccc1
  -10	i
CCCC(=O)n1nc(-c2ccccc2)nc1N
  -9	i
Cc1nonc1N1CCN(Cc2cn[nH]c2-c2ccc(F)cc2F)CC1
  -7	i
C[C@H](CO)N1C[C@H](C)[C@@H](CN(C)C(=O)Nc2ccc(C(F)(F)F)cc2)Oc2ccc(NS(=O)(=O)c3ccccc3)cc2C1=O
  -20	·
Cn1ccnc1SCC(=O)Nc1cc(S(=O)(=O)N2CCOCC2)ccc1Cl
  -19	i
COc1ccc(S(=O)(=O)NCCC(C)C)cc1C
  -10	i
COc1ccc(N2CCN(C(=O)Cn3c(=O)c4cccn4c4cccnc43)CC2)cc1
  -5	i
O=C1NC(c2ccccc2)CCC1(Cl)Cl (centres undefined)
  13	i
CCOC(=O)Cc1ccc(NC(=O)c2cccc([N+](=O)[O-])c2)cc1
  -6	i
O=C(OCC(=O)N1CCCC1)c1cnc(Cl)c(Cl)c1
  14	·

Continued:
Every second line gives: OX1R antag	CHT PAM
O=C(OCc1ccc(COC(=O)c2cccnc2Cl)cc1)c1cccnc1Cl
  58*	i
CCn1cc(CNC(=O)c2ccc3nc(Cc4ccc(OC)cc4)oc3c2)cn1
  2	i
NN/C(=C\[N+](=O)[O-])Nc1ccc(Cl)cc1
  -12	i
O=C1[C@H]2[C@H](C=CC[C@H]2C(=O)N2CCN(c3ccccc3)CC2)CCN1Cc1ccccc1
  -20	i
COc1cccc(C(=O)NNc2c3ccccc3nc3ccccc23)c1
  -2	i
O=C(O)CSCC(=O)N1CCN(c2cc(C(F)(F)F)nc3ccccc23)CC1
  2	i
Cc1ccc(C(C(=O)NC2CCCCC2)N(CC2CCCO2)C(=O)CCCC(=O)Nc2ccccn2)cc1 (centres undefined)
  -36	i
O=C(Nc1cccc(S(=O)(=O)N2CCCCC2)c1)c1ccc(Cl)nc1
  -11	·
CCOC(=O)N/N=C/C=C/c1ccccc1
  -19	i
Cc1ccc(S(=O)(=O)N(C)c2c(C)ccc(S(N)(=O)=O)c2C)cc1
  -14	i

Other results:
Every second line gives: OX1R antag	CHT PAM
Cc1c(C)n(C)c2ccc(C(=O)NCCCN3CCCC3)cc12
  -19	i
CCOC(=O)C1CCCCN1Cc1ccc(OC)c(OC)c1 (centres undefined)
  -10	i
Cc1nn(C(C)C(=O)NCCc2cccs2)c(=O)c2nn(-c3ccccc3)c(C)c12 (centres undefined)
  -22	i
Cc1nc(SCC(O)CCl)c([N+](=O)[O-])[nH]1 (centres undefined)
  -14	i
Cc1ccc2oc(C(=O)NCc3ccc4c(c3)OCO4)c(C)c2c1
  -14	i
Cc1ccc(Cn2ncc3c(N4CCN(CC#N)CC4)ncnc32)cc1
  -25	i
COCCCn1c(SCc2cccc(OC)c2)nc2cc(OC)c(OC)cc2c1=N
  -21	i
O=C(CCCc1c[nH]c2ccccc12)Nc1ncccc1O
  ·	i
CN(CC(=O)NC(=O)Nc1ccccc1F)Cc1ccccc1F
  16	·
O=C1COc2ccc(S(=O)(=O)NCc3ccc(Cl)cc3)cc2N1
  3	i

7 of these compounds, set out differently:
SMILES	OX1R antag	CHT PAM
Cc1c(C)n(C)c2ccc(C(=O)NCCCN3CCCC3)cc12	-19	i
CCOC(=O)C1CCCCN1Cc1ccc(OC)c(OC)c1 (centres undefined)	-10	i
Cc1nn(C(C)C(=O)NCCc2cccs2)c(=O)c2nn(-c3ccccc3)c(C)c12 (centres undefined)	-22	i
Cc1nc(SCC(O)CCl)c([N+](=O)[O-])[nH]1 (centres undefined)	-14	i
Cc1ccc2oc(C(=O)NCc3ccc4c(c3)OCO4)c(C)c2c1	-14	i
Cc1ccc(Cn2ncc3c(N4CCN(CC#N)CC4)ncnc32)cc1	-25	i
COCCCn1c(SCc2cccc(OC)c2)nc2cc(OC)c(OC)cc2c1=N	-21	i

Further compounds.
Every second line gives: OX1R antag	CHT PAM
CCCC(=O)Nc1ccc2nc(C)n(Cc3ccccc3Cl)c(=O)c2c1
  -28	i
COc1cc2c3c(c1)c(N=NC(N)=S)c(O)n3C(C)(C)C=C2C
  -24	i
NC(=O)COC(=O)c1cccc2c1-c1ccccc1C2=O
  3	i
Cc1ccc(C)c(C(=O)COC(=O)c2n[nH]c3ccccc23)c1
  -14	·
O=C(c1ccc(-n2cnnn2)cc1)N1CCN(C(c2ccccc2)c2ccccc2)CC1
  -10	i
CCCCCCC#Cc1cncc(C(=O)NNC(=O)Nc2cc(Cl)cc(Cl)c2)c1
  -1	i
COc1ccc(OC)c(/C=N/NC(=O)c2cccc3ccccc23)c1
  -16	i
CCn1c(C(O)c2cc(OC)ccc2OC)nc2ccccc21 (centres undefined)
  -12	i
O=C(CSc1nccn1Cc1ccc(F)cc1)NC1CCCC1
  -22	i
COc1cccc(NC(=O)CN(C)C(=O)CC2Sc3ccccc3NC2=O)c1 (centres undefined)
  -30	·

The list goes on:
Every second line gives: OX1R antag	CHT PAM
O=C(COC(=O)/C=C/c1ccccc1[N+](=O)[O-])Nc1ccc(OC(F)F)cc1
  1	i
COc1ccc(NC(=S)N/N=C2\CC(C)(C)Oc3ccc(O)cc32)cc1
  -24	i
CSc1ccccc1NC(=O)CN(C)C(=O)c1c(C)nn(Cc2ccccc2)c1C
  -2	·
COc1ccc(-c2nnc(NC(=O)C(C)C)o2)cc1
  -8	i
O=C(COc1ccc(F)cc1Cl)N(Cc1nnc(-c2ccccc2Cl)o1)C1CC1
  -9	i
Cc1ccc(-c2nc3ncccc3o2)cc1NC(=O)Cc1ccc(Cl)cc1
  -10	i
Cc1ccc(C2=NNC3(CCOC(C)(C)C3)S2)cc1 (centres undefined)
  -23	i
O=C(CCN=C1NS(=O)(=O)c2ccccc21)OCC(=O)c1ccccc1
  -6	i
Cc1cc(SCC(=O)Nc2ccc(O)cc2)n2nc(C)c(-c3ccccc3)c2n1
  -15	i
S=c1[nH]nc(-c2ccccn2)n1/N=C/c1c(Cl)cccc1Cl
  -2	i

Continuation.
Every second line gives: OX1R antag	CHT PAM
CCOC(=O)C1CCN(Cc2ccc(F)cc2)CC1
  -1	i
O=C(Cn1ccsc1=NC(=O)C(F)(F)F)c1ccccc1
  -5	i
Cc1nnc(SCC(=O)N2CC(=O)Nc3ccccc32)n1-c1ccccc1
  -6	i
COc1ccc(NC(=O)C2CCCN2C(=O)OCc2ccccc2)cc1 (centres undefined)
  -8	i
CC(C)N1C(=O)S/C(=C/c2ccc3c(c2)n(C)c(=O)n3C)C1=O
  -16	i
CCOc1ccc(NC(=S)NCCCN2CCN(c3ccc(OC)cc3)CC2)cc1
  -42	i
O=C1CC(c2ccccc2)Cc2nc(NC3CC3)ncc21 (centres undefined)
  -12	i
COC(=O)c1cc(NC2c3ncccc3C(=O)N2Cc2ccccc2)cc(C(=O)OC)c1 (centres undefined)
  -28	i
Cc1ccc(S(=O)(=O)CC(=O)N(CCCN(C)C)c2nc3ccc(C)cc3s2)cc1
  -18	i
Cc1ccc(C(=O)OCC(=O)NCCN2C(=O)CSC2=O)cc1[N+](=O)[O-]
  7	·

Some of these compounds in order of their number in OX1R antag, falling:
smiles	OX1R antag
CCOC(=O)C1CCN(Cc2ccc(F)cc2)CC1	-1
O=C(Cn1ccsc1=NC(=O)C(F)(F)F)c1ccccc1	-5
COC(=O)c1cc(NC2c3ncccc3C(=O)N2Cc2ccccc2)cc(C(=O)OC)c1 (centres undefined)	-28

(cont.)
Every second line gives: OX1R antag	CHT PAM
Cn1c(=O)c2c(nc(N/N=C/c3ccc(OC(=O)c4ccco4)cc3)n2Cc2ccccc2)n(C)c1=O
  -39	i
CCCCn1c(N)c(N(CCC(C)C)C(=O)c2ccc(N3CCCC3=O)cc2)c(=O)[nH]c1=O
  -22	i
COc1ccccc1NC(=O)c1cc2c(cc1Cl)N1CCCCCC1=NS2(=O)=O
  -28	·
Cc1nnc(NC(=O)c2ccc(Br)o2)s1
  -9	i
COc1ccc(-c2cc3c(=O)n(CC(=O)Nc4ccc(C(C)=O)cc4)ncn3n2)cc1
  -6	i
Cc1cccc(NC(=O)COC(=O)c2cccs2)c1C
  -24	i
COCCNC(=O)C(C#N)c1nc2ccccc2nc1N1CCCCCC1 (centres undefined)
  -25	i
COC(=O)c1ccccc1NC(=O)CNCCc1ccc(OC)c(OC)c1
  -25	i
CCCOc1ccc(N2C(=O)CC(N(CCOC34CC5CC(CC(C5)C3)C4)C(C)=O)C2=O)cc1 (centres undefined)
  -39	i
O=C(NNC(=O)c1ccccc1F)c1cccc(Cl)c1
  3	i

(further entries)
Every second line gives: OX1R antag	CHT PAM
COc1cccc(NC(=O)c2cnc(SC)nc2)c1
  -16	i
COc1ccccc1CN1C2CCCC1CC(NC(=O)/C=C/c1ccccc1)C2 (centres undefined)
  -32	i
CCN(CC)CCCNC(=O)CNC(=O)c1nn(-c2ccc(OC)c(OC)c2)c(=O)c2ccccc12
  -11	i
COc1ccc(CC(=O)NNC(=O)COc2ccc(C)cc2)cc1S(=O)(=O)N1CCOCC1
  -1	i
Cc1cc(C)cc(OCC(=O)N/N=C/c2ccncc2)c1
  -8	i
CN(C)S(=O)(=O)c1ccc(-c2csc(N/N=C/c3ccc(O)cc3)n2)cc1
  18	i
Cc1ccc(Nc2nc(NCCCN3CCOCC3)nc(N)c2[N+](=O)[O-])cc1C
  -31	i
Cc1ccc2c(CN3CCC(C)CC3)cc(=O)oc2c1C
  ·	i
CC(=O)Nc1ccc(NC(=O)C(C)OC(=O)CCc2c[nH]c3ccccc23)cc1 (centres undefined)
  -9	i
CN1CCN(c2nc3cc(C(F)(F)F)ccc3n3cccc23)CC1
  -19	i
COc1ccccc1NS(=O)(=O)c1cc([N+](=O)[O-])ccc1N/N=C/c1c(C)[nH]c2ccccc12
  46*	i
